# Large T inhibition = SV40 large T antigen inhibitors, biochemical (AID 1903); hit rate 0.39% among 310,000; inhibition, % at 20 µM, or IC50 in µM where a hit was titrated; SV40 large T antigen ATPase/helicase inhibition assay; higher % means a stronger effect; in the data active means a potency from the dose series; inconclusive means inhibition mostly from about 32% at the one dose, without a potency; inactive means the rest, 99 in 100 with inhibition below about 32%; further: strong numbers were not always called active
# GPR55 LPI antagonism = GPR55 antagonists blocking LPI-driven arrestin recruitment, primary screen, imaging, U2OS, beta-arrestin-GFP, LPI agonist (AID 2013) | U2OS GPR55 beta-arrestin-GFP translocation imaging, LPI antagonism; higher % means a stronger effect | hit rate 0.13% among 290,000 | inhibition, % at 10 µM, or IC50 in µM where a hit was titrated | G-protein coupled receptor 55 (Homo sapiens);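 active means spots per cell inhibited over 60%, with over 100 cells counted and total cytoplasm intensity under 500,000; inconclusive means wells with under 100 cells, flagged as likely toxic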;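 further: U2OS cells stably carrying GPR55 and arrestin-GFP stimulated by 5 µM LPI near EC80; imaged beta-arrestin-GFP aggregate spots per cell after agonist stimulation; plate controls were LPI-stimulated DMSO wells for no effect and DMSO wells without LPI for full effect; some results filed as inactive read as strong as hits; confirmed hits need IC50 under 10 µM and bright autofluorescent wells are also inconclusive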
# MgcRacGAP inhibition = MgcRacGAP GTPase-activating activity inhibitors, confirmation, biochemical, ADP Hunter fluorescence; Rac GTPase-activating protein 1 (Homo sapiens); MgcRacGAP-stimulated Rac1 GTP hydrolysis, ADP Hunter fluorescence; higher % means a stronger effect; GST-tagged Rac1 F28L mutant substrate; inhibition, % at 30 µM; hits with a dose series show IC50 in µM; hit rate 0.6% among 340,000;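 active means first-screen hits whose inhibition reached a set limit at any dose in the follow-up dose series; inconclusive means inhibition above the set first-screen limit but never retested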;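 further: fluorescence reports GDP produced by GAP-driven GTP hydrolysis; strong numbers were not always called active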
# AID2073 = inhibitors of Mint1-CaV2.2 protein interaction, biochemical, HTRF (AID 2073). inhibition, % at 20 µM, or IC50 in µM where a hit was titrated. Voltage-dependent N-type calcium channel subunit alpha-1B (Homo sapiens). HTRF protein-protein interaction, Mint1-CaV2.2; higher % means a stronger effect. hit rate 0.19% among 290,000; in the data active means inhibition mostly above about 51%, no sharp cut-off; inconclusive means no clear call, values can overlap the other calls; inactive means mostly below about 53%; further: some results filed as inactive read as strong as hits
# NS5 inhibitors = Dengue-2 NS5 methyltransferase inhibitors, primary screen, biochemical, confirmation dose response (AID 588689); Genome polyprotein (Dengue virus type 2 (strain 16681-PDK53)); Dengue-2 NS5 methyltransferase capping enzyme assay, biochemical; higher % means a stronger effect; hit rate 0.3% among 340,000; inhibition, % at 25 µM, or IC50 in µM where a hit was titrated; in the data active means a potency from the dose series; inconclusive means inhibition above about 29% without an active follow-up result
# NTR1 ag = agonists of NTR1, primary screen, imaging, U2OS cells, beta-arrestin-GFP, high content (AID 493036) | Neurotensin receptor type 1 (Homo sapiens), P30989 | NTR1-U2OS beta-arrestin-GFP spot imaging, agonist mode | activation, % at 20 µM | hit rate 0.17% among 330,000;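 active means activation at or above 40% of the spot to cytoplasm intensity ratio, with at least 20 cells analyzed; inconclusive means wells under 20 cells, flagged as cytotoxic or low count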;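 further: 0% = DMSO without peptide and 100% = 100 nM NTR1 peptide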
# Target sequence (P30989 whole entry, looked up): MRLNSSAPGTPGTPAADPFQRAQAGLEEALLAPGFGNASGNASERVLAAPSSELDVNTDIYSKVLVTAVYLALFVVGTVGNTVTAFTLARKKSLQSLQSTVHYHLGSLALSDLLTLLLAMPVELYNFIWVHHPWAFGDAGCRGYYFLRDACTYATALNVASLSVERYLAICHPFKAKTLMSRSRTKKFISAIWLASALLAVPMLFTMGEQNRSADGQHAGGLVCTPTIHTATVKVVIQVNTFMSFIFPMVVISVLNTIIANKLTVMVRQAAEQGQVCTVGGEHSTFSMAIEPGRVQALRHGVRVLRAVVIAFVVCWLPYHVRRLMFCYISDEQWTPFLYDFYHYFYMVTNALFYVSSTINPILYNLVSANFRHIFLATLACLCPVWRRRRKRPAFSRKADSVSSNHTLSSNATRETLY
# GPR55 activation = GPR55 agonists via beta-arrestin recruitment, primary screen, imaging, U2OS cells, beta-arrestin-GFP redistribution (AID 1961) | G-protein coupled receptor 55 (Homo sapiens) | U2OS GPR55 beta-arrestin-GFP redistribution imaging; higher % means a stronger effect | activation, % at 10 µM; hits with a dose series show EC50 in µM | hit rate 0.048% among 290,000;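 active means activation above 40% with more than 50 cells counted in the well; inconclusive means wells holding fewer than 50 cells, flagged as toxic or sparse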;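 further: U2OS osteosarcoma cells stably expressing GPR55 and beta-arrestin-GFP; plate controls were DMSO negative control for no effect and LPI positive control for full effect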
# Yfh1-off respiration = enhancers of respiration in Yfh1-depleted yeast, dose response, Friedreich's ataxia, plus single-dose screen (AID 1465). S. cerevisiae Yfh1-off respiration, WST-1 reduction, 72 h; higher fold induction means a stronger effect. fold induction at 50 µM, or EC50 in µM where a hit was titrated. hit rate 0.074% among 220,000;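 active means fold induction of absorbance versus untreated yeast above a set limit, then at least 30% activation at any dose in follow-up; inconclusive means repeats straddling the limit, or above it without dose testing; inactive means fold induction below the set limit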;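 further: activators that raise dye reduction in frataxin-depleted yeast; strong numbers were not always called active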
# GPR35 arrestin U2OS = GPR35 antagonists blocking zaprinast-driven arrestin recruitment, primary screen, imaging, U2OS, beta-arrestin-GFP, zaprinast agonist (AID 2058). inhibition, % at 10 µM; hits with a dose series show IC50 in µM. hit rate 0.052% among 290,000. U2OS GPR35 beta-arrestin-GFP translocation imaging, zaprinast antagonism; higher % means a stronger effect;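 active means inhibition of at least 50% with at least 30 cells and total cytoplasm GFP at most 10,000,000; inconclusive means under 30 cells or total GFP of 10,000,000 plus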
# NTR1 ag cell count 20 µM = also measured in NTR1 ag; calls as there; cell count; measured here: cell count, cytotoxicity flag
# NS5 inhibitors pilot replicate = recorded beside NS5 inhibitors, whose call it bears; inhibition, %; measured here: pilot screen replicate inhibition
# * hit, by the source's call; i = inactive; ? = inconclusive; · = not tested or not shown.
SMILES,Large T inhibition,GPR55 LPI antagonism,MgcRacGAP inhibition,AID2073,NS5 inhibitors,NTR1 ag,NTR1 ag cell count 20 µM,GPR55 activation,Yfh1-off respiration,GPR35 arrestin U2OS,others
CCCn1c2ccccc2c2nnc(SCC(=O)OCC)nc21,-2%,-8%,1%,0%,-1%,-1.0,49,-0.1%,i,-12%,
CN(C)CCCNC(=O)c1cc(C(=O)c2cccc(Cl)c2Cl)c[nH]1,23%,16%,8%,7%,-1%,-1.3,79,0.2%,·,-15%,
COc1cc(C(=O)NCC(=O)N/N=C/c2ccc(OC(=O)c3ccco3)cc2)cc(OC)c1OC,29%,4%,14%,12%,-9%,0.8,21,-0.5%,i,8%,
CC1Oc2ccccc2N(CC(=O)NC2CC2)C1=O (stereo not drawn),-5%,2%,-2%,-10%,-4%,0.9,43,0.1%,·,-10%,
COc1cc2c(cc1OC)C1=C(C#N)CC/C(=N\S(=O)(=O)c3cccc(Cl)c3)N1CC2,5%,-10%,5%,-7%,-9%,5.8,71,-0.1%,i,10%,NS5 inhibitors pilot replicate=-2.1
CCOC(=O)c1oc2ccccc2c1COC(=O)CNC(=O)c1cc(OC)c(OC)c(OC)c1,9%,·,7%,·,2%,0.8,63,·,·,·,
COc1ccc(/C=N/NC2=NS(=O)(=O)c3ccccc32)cc1OC(C)=O,10%,-8%,·,23%,-2%,0.2,82,-0.1%,·,-20%,
O=C(CSCc1ccc(Cl)cc1)Nc1ccccc1C(=O)N1CCOCC1,4%,23%,10%,-5%,-2%,0.2,47,-0.3%,i,6%,
Cc1ccc(-n2c(=O)c3sccc3n(CC(=O)NC3CCCC3)c2=O)cc1,-2%,1%,7%,9%,-8%,0.0,47,·,·,1%,
CCOc1ccc(C(CC(=O)O)NC(=O)C(Sc2ccccc2)c2ccccc2)cc1 (stereo not drawn),1%,-9%,·,5%,·,4.1,70,0.1%,i,-6%,
CCOC(=O)C1=C(C)N=C(/N=C/N(C)C)SC1c1ccccc1 (stereo not drawn),2%,10%,4%,2%,-3%,0.6,46,0.2%,i,-14%,
CC1(C)CC(=O)C2=C(C1)N(c1cccc(Cl)c1)C(=O)NC2(C(F)(F)F)C(F)(F)F,16%,10%,10%,?,-8%,3.4,63,-0.2%,i,-17%,
COC(=O)Nc1sc2c(c1C(N)=O)CCC(C)C2 (stereo not drawn),20%,4%,12%,19%,2%,-0.9,48,0.2%,i,13%,
Cc1cccc(C(=O)Nc2ccccc2SCC2CSc3nc4ccccc4c(=O)n32)c1 (stereo not drawn),8%,-2%,6%,5%,-3%,-0.8,67,-0.3%,·,16%,
COc1ccc(CCNc2ncnc3c2nnn3Cc2ccccc2)cc1OC,9%,-4%,10%,3%,3%,2.0,53,-0.1%,·,-5%,NS5 inhibitors pilot replicate=2.1
CN1C(=O)C2(OCC(COc3ccc(Cl)cc3)O2)c2ccccc21 (stereo not drawn),2%,0%,-1%,-4%,-3%,4.1,54,-0.4%,i,-3%,
Cc1ccc(O)c(CNc2nccs2)c1,17%,9%,-3%,12%,-4%,-0.5,70,-0.2%,·,26%,NS5 inhibitors pilot replicate=-3.0
O=C1CC(NS(=O)(=O)c2cc(F)ccc2F)CN1c1cccc(F)c1 (stereo not drawn),5%,·,5%,·,-7%,0.5,44,·,·,·,
Cc1cc2c(cc1S(=O)(=O)NCc1ccc(Cl)cc1)OCC(=O)N2,2%,-5%,2%,11%,-3%,0.6,66,-0.1%,·,-8%,
COc1cccc(NC(=S)N2CCN(S(=O)(=O)c3ccc(F)cc3)CC2)c1,26%,-2%,6%,-27%,-1%,-1.2,65,-0.1%,·,-13%,
CCOC(=O)N1CCC(NC(=O)c2cccc3c2C(=O)N(CCOC)C3)CC1,-2%,12%,4%,4%,-3%,1.4,85,-0.2%,i,-1%,
c1cc2ccc3ccc(CN4CCOCC4)c4ccc(c1)c2c34,8%,2%,4%,10%,-3%,4.4,58,-0.1%,i,20%,
O=C(COc1ccc(S(=O)(=O)NC2CCCCC2)cc1)N1CCN(c2ccc(F)cc2)CC1,7%,-2%,11%,-6%,0%,5.6,58,-0.1%,i,-11%,
CCCN(CCC)CCNC(=O)C1CCCN(S(=O)(=O)c2ccc3c(c2)oc(=O)n3C)C1 (stereo not drawn),-1%,10%,-1%,19%,-4%,-1.3,64,0.2%,i,-3%,
COc1cnc(SCc2ccc(Cl)c(Cl)c2)nc1Cl,12%,-1%,4%,4%,-2%,5.2,69,0.5%,i,22%,
COCCn1nnnc1C(c1cc2cc(OC)ccc2[nH]c1=O)N1CCC(Cc2ccccc2)CC1 (stereo not drawn),9%,-3%,-1%,-3%,-3%,4.3,43,0.2%,i,-16%,
O=C(OC(C(=O)NCC1CCCO1)c1ccc(F)cc1)c1cccs1 (stereo not drawn),-4%,-3%,3%,6%,-2%,0.5,63,0.2%,i,-4%,
OC(COC(c1ccc(F)cc1)c1ccc(F)cc1)CN1CCCC(C(F)(F)F)C1 (stereo not drawn),5%,6%,20%,-2%,-7%,-0.5,97,0.0%,·,-15%,
Cc1ccc(C(=O)NCCCc2ccccc2)s1,12%,-2%,7%,0%,1%,-0.4,66,-0.3%,i,-4%,
O=C(CNC(=O)c1ccccc1)NCc1nc2ccccc2[nH]1,8%,·,-1%,·,4%,0.9,60,·,·,·,
CCOc1ccc(NC(=O)CSc2nnc(Cn3cnc([N+](=O)[O-])n3)n2C)cc1,15%,0%,8%,1%,8%,0.1,55,0.2%,i,-15%,
COc1ccc(CCN(Cc2cccs2)S(=O)(=O)c2ccc(-n3cnnn3)cc2)cc1OC,3%,·,4%,·,-4%,2.3,51,·,·,·,
Cc1cccc(-n2ccc(=O)c(C(=O)Nc3ccc(S(=O)(=O)Nc4nccs4)cc3)n2)c1,14%,6%,1%,14%,4%,-0.3,62,0.3%,·,-9%,
COCCn1c(SCC(=O)Nc2nc(C)cs2)nnc1C(C)C,0%,7%,2%,1%,2%,-2.8,53,-0.2%,·,-7%,
O=C(CCN1C(=O)/C(=C\c2cccs2)SC1=S)Nc1nccs1,14%,4%,4%,0%,14%,4.5,89,0.1%,i,-10%,
Oc1c(-c2cc(-c3ccco3)[nH]n2)ccc2ccccc12,5%,-7%,6%,5%,-6%,2.6,86,-0.1%,i,1%,
COc1ccc(N(CC(=O)NC2CC3CCC2C3)S(=O)(=O)c2ccccc2)cc1Cl (stereo not drawn),12%,11%,15%,5%,3%,1.8,57,-0.1%,·,2%,
CC1C/C(=N\NC(=O)c2cccnc2)CC(C)(C)C1 (stereo not drawn),7%,4%,-2%,-2%,1%,0.8,66,0.2%,i,-2%,
Cc1ccc(NC(=O)CCC(=O)Nc2nnc(C3CCCCC3)s2)cc1,-10%,-10%,4%,-26%,-5%,-0.1,59,-0.2%,·,-13%,
COc1ccc(-n2c(SCC(=O)NCc3ccco3)nc3c([nH]c4ccccc43)c2=O)cc1,0%,2%,4%,-12%,0%,12,67,0.3%,i,3%,
Cc1c(Cl)cccc1NCC(=O)Nc1ccc(Cl)cc1F,-3%,-1%,4%,14%,-2%,2.6,66,-0.2%,i,25%,
Cc1ccc(NC(=O)NNC(=O)C2CCN(Cc3ccc(F)cc3Cl)CC2)cc1,22%,15%,-8%,-6%,·,-1.0,101,-0.1%,i,5%,
COCCn1c(CCC(=O)O)ccc1-c1cccs1,29%,11%,6%,9%,-8%,0.3,35,0.5%,i,-6%,
CNc1cnn(-c2ccc(C)cc2)c(=O)c1Sc1ccc(C)cc1,5%,12%,4%,-1%,-5%,1.9,29,-0.3%,i,-1%,
N/C(=N\c1nc2ccccc2o1)NC(=O)c1ccccc1,13%,13%,2%,3%,10%,-2.5,8,0.0%,·,0%,
CCCc1nc(SCC(=O)N2CCC(C)CC2)c2c(=O)n(C)c(=O)n(C)c2n1,13%,7%,15%,11%,-15%,3.0,58,-0.1%,i,-15%,
CCc1c(C)c(C#N)c2nc3ccccc3n2c1N(C)C,16%,-5%,8%,10%,-8%,0.4,67,-0.2%,i,-10%,
Cc1cc(C)nc(/N=C(\N)Nc2ccc(CC(=O)OC(C)C)cc2)n1,24%,-1%,13%,-1%,0%,2.6,63,-0.1%,·,10%,
COc1ccc(C(=O)n2nc(-c3ccc(Cl)cc3)nc2N)cc1OC,7%,5%,9%,6%,3%,2.3,42,-0.4%,·,5%,
Cc1ccc(C(=O)NC(=S)NNS(=O)(=O)c2ccc(C)cc2)cc1,?,11%,8%,-15%,-5%,4.7,42,-0.3%,i,-3%,
CNC(=S)Nc1ccc2nc(C)c(C)nc2c1,13%,-1%,7%,29%,4%,5.4,98,0.4%,i,-3%,
CCOC(=O)C1(CCOc2ccccc2)CCN(Cc2ccc(OCCO)cc2)CC1,-8%,3%,11%,14%,-7%,0.7,60,0.0%,·,-2%,

# Arranged by formula weight (ascending): some entries from above
SMILES,Large T inhibition,GPR55 LPI antagonism,MgcRacGAP inhibition,AID2073,NS5 inhibitors,NTR1 ag,NTR1 ag cell count 20 µM,GPR55 activation,Yfh1-off respiration,GPR35 arrestin U2OS,others
Cc1ccc(C(=O)NCCCc2ccccc2)s1,12%,-2%,7%,0%,1%,-0.4,66,-0.3%,i,-4%,
O=C1CC(NS(=O)(=O)c2cc(F)ccc2F)CN1c1cccc(F)c1 (stereo not drawn),5%,·,5%,·,-7%,0.5,44,·,·,·,
COc1ccc(/C=N/NC2=NS(=O)(=O)c3ccccc32)cc1OC(C)=O,10%,-8%,·,23%,-2%,0.2,82,-0.1%,·,-20%,

# In the list so far, these have a COOH group.
SMILES,Large T inhibition,GPR55 LPI antagonism,MgcRacGAP inhibition,AID2073,NS5 inhibitors,NTR1 ag,NTR1 ag cell count 20 µM,GPR55 activation,Yfh1-off respiration,GPR35 arrestin U2OS,others
CCOc1ccc(C(CC(=O)O)NC(=O)C(Sc2ccccc2)c2ccccc2)cc1 (stereo not drawn),1%,-9%,·,5%,·,4.1,70,0.1%,i,-6%,
COCCn1c(CCC(=O)O)ccc1-c1cccs1,29%,11%,6%,9%,-8%,0.3,35,0.5%,i,-6%,
